GPR7 antag: blocks human GPR7 receptor signaling; inhibition, % at 4.4 µM; AID 1861; P48145; GPR7-expressing cells, fluorescence antagonist assay; actives 1.1% (n = 290,000); in the data active = inhibition above about 16%, passing the limit was not always enough;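 also: cells stimulated with the agonist NPW; 0% = agonist with vehicle and 100% = vehicle without agonist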
MEKK2mut PB1 HTS: signal of MEK5 binding to mutant human MEKK2 PB1 domain. bead flow cytometry, Alexa488-MEK5 binding to MEKK2 mutant. percent response, % at 10 µM. actives 0.35% (n = 290,000). AID 1530; in the data active = percent response above about 24%, passing the limit was not always enough; also: inactives centre near 1; some results filed as inactive read as strong as hits; reference of the scale not given here
GalR3 antag: human GalR3 antagonism | actives 0.44% (n = 360,000) | AID 651719 | HEK293 GalR3-CNG cAMP membrane potential fluorescence; galR3 body fused to GalR1 C-terminus | O60755 | inhibition, % at 3 µM;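 active = inhibition above the screen-wide average plus 3 SD, cut at about 13% in these data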;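 also: forskolin and galanin both at EC90 stimulate the cells; cAMP rise reported by CNG channel membrane potential dye signal; 0% = forskolin plus galanin with DMSO and 100% = forskolin alone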
NALP1 yeast inh: blocks the NALP1 inflammasome reconstituted in yeast; S. cerevisiae NALP1/ASC/caspase-1 growth, X-gal OD620, 72 h; inhibition, % at 10 µM; actives 0.61% (n = 280,000); in the data active = inhibition mostly above about 24%, no sharp cut-off; inactive = mostly below about 32%; also: some compounds called inactive have numbers as strong as hits
V1aR counter: counter-screen for oxytocin receptor agonists: human V1a receptor agonists | P37288 | activation, % at 3 µM | AID 2797 | CHO-V1R cells, Fluo-8 calcium fluorescence, agonist mode; 0% DMSO, 100% 3 nM vasopressin | actives 0.25% (n = 320,000);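 active = activation above the mean activation of all tested compounds plus 3 SD, per screening run, cut at about 20% in these data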;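 also: signal is peak over basal fluorescence ratio across a 100 second FLIPR read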
MEKK2wt PB1 HTS: raises or lowers MEK5 binding to wildtype human MEKK2 PB1 domain; Q9Y2U5; bead flow cytometry, Alexa488-MEK5 binding to MEKK2 WT; actives lie on both sides; actives 1.1% (n = 290,000); AID 1531; binding response (% of control), % at 10 µM; in the data active = binding response below about 67% or above about 130%
MEKK3 PB1 HTS: raises or lowers MEK5 binding to the human MEKK3 PB1 domain; actives 1.4% (n = 290,000); bead-based flow cytometry, Alexa488-MEK5 binding to MEKK3; actives lie on both sides; 0 = blocked by unlabeled MEK5, 100 = vehicle; binding response (% of control), % at 10 µM; AID 1529;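 active = binding response more than 3 SD above or below the average of its plate-row segment, actives on both sides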;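 also: Alexa488 bead fluorescence after subtracting the streptavidin-only scavenger bead signal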
Target sequence (Q99759 whole entry, looked up, the tested form may be a part): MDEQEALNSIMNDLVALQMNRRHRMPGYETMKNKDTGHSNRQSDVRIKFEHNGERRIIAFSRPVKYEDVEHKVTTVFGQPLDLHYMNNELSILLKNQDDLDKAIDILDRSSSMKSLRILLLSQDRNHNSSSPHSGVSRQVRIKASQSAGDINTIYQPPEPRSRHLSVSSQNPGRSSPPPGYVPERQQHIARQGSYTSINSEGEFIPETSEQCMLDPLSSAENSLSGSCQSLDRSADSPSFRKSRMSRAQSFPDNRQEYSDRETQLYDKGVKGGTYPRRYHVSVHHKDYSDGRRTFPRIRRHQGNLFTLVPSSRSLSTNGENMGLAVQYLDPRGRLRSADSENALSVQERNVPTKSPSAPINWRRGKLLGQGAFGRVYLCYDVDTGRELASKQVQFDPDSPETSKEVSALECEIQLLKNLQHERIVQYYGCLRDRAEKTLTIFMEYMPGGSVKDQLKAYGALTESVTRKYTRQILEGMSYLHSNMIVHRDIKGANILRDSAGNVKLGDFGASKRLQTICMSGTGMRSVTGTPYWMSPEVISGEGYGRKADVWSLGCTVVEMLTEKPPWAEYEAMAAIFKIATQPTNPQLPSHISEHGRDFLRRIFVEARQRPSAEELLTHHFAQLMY
OXTR ag: agonists of human oxytocin receptor | CHO-OTR cells, Fluo-8 calcium fluorescence; normalized: DMSO 0%, oxytocin 100% | activation, % at 3 µM | actives 0.32% (n = 320,000) | AID 2435;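 active = activation above the mean of all tested compounds plus 3 SD, cutoff set per screening run, cut at about 20% in these data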;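 also: peak over basal fluorescence ratio from a 100 s FLIPR kinetic read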
Target sequence (P30559 whole entry, looked up): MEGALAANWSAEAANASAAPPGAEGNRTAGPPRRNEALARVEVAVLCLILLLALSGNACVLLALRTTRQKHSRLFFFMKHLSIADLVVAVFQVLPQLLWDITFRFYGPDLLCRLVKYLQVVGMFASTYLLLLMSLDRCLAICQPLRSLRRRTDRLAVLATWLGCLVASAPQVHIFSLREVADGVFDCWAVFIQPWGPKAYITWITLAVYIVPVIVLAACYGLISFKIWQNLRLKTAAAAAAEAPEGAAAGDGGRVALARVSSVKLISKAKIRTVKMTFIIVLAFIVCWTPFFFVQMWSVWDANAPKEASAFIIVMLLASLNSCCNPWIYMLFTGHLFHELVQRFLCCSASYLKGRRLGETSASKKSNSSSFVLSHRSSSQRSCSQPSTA
PHOSPHO1 inh: inhibitors of human PHOSPHO1 phosphatase; Q8TCT1; recombinant PHOSPHO1, absorbance phosphatase assay; inhibition, % at 13.3 µM; actives 1.1% (n = 290,000); AID 1565; in the data active = inhibition above about 60%
Numbers without * were called inactive; · = not tested or not shown; [ ] = another dose, or the depositor's remark.

entry	mol	GPR7 antag	MEKK2mut PB1 HTS	GalR3 antag	NALP1 yeast inh	V1aR counter	MEKK2wt PB1 HTS	MEKK3 PB1 HTS	OXTR ag	PHOSPHO1 inh
1	COc1cc(S(=O)(=O)N2CCCCC2)ccc1NC(=O)c1ccncc1	2	0	-7	-1	-0.5	102	100	0.8	14
2	C/C(=N\NC(=O)c1ccoc1C)c1cccnc1	-2	0	-10	10	0.5	103	122	-0.7	7
3	COc1ccc(N(C)C2=NS(=O)(=O)c3ccccc32)cc1	16	4	-5	48	1.4	96	99	1.4	15
4	O=C(CCc1ccccc1)Nc1ccc(NC(=O)c2ccco2)nc1	4	2	-3	8	1.0	106	101	0.0	6
5	NS(=O)(=O)c1ccc(NC(=O)/C=C/c2ccc(S(=O)(=O)NCc3ccco3)cc2)cc1	1	6	-4	6	0.4	102	98	0.2	20
6	COc1cc(/C=C2\SC(=O)NC2=O)ccc1Oc1ccc([N+](=O)[O-])cn1	3	-8	6	6	2.9	100	98	2.8	-16
7	COC(=O)c1scc(C)c1NS(=O)(=O)c1ccc(NC(C)=O)cc1	-7	-3	-2	-8	1.2	97	99	2.0	20
8	O=C(NCC1CCCCC1)c1ccc([N+](=O)[O-])cc1	-4	10	-6	16	0.7	112	107	-1.9	14
9	O=C(NC1=NCCS1)c1ccc(Cl)c(S(=O)(=O)N2CCOCC2)c1	-1	·	-5	-3	1.8	·	·	-0.1	27
10	Cc1ccc(S(=O)(=O)NC(N)=NCCc2ccc(Cl)cc2)cc1	-3	-1	-5	31	0.2	99	101	-1.8	-13
11	CCOC(=O)N1CCC(Nc2ncnc3c2cnn3-c2ccc(C)cc2C)CC1	4	10	0	37	4.8	108	106	1.0	-6
12	CCN(CC)c1ccc(/C=N/NC(=O)CNC(=O)c2ccc3c(c2)OCCO3)cc1	-7	-1	-8	5	0.2	96	96	-1.1	28
13	O=C(CCN1C(=O)COc2ccccc21)NCCCN1CCCC1	17	-3	-7	20	0.5	99	104	0.3	13
14	CCOC(=O)N1CCN(C(=O)c2cc3ccc(OC)cc3[nH]2)CC1	14	11	2	-1	0.5	105	105	0.1	38
15	Cc1cccc(NC(=O)NNC(=O)c2ccc3ccccc3c2O)c1	-6	-1	-1	4	·	98	96	·	8
16	Cc1nn(C)cc1C(=O)Nc1cc(Oc2ccc(Cl)cc2)cc([N+](=O)[O-])c1	-5	8	·	14	5.8	110	107	9.5	3
17	O=C(O)CC1SC(N/N=C/c2ccc(Br)cc2)NC1=O (configuration not stated)	3	-4	4	2	-0.6	93	96	0.2	24
18	COc1ccc(C2=NS(=O)(=O)N(C)C(C(=O)Nc3ccc4c(c3)OCO4)=C2)cc1OC	0	-2	1	8	7.5	91	98	7.2	25
19	O=C(NCCO)c1ccc2c3n(nc2c1)-c1ccccc1CO3	·	7	-4	21	1.0	105	101	-0.4	22
20	COc1ccccc1N1CCN(S(=O)(=O)c2cccc(F)c2)CC1	-12	-5	-5	24	-1.0	88	92	-1.3	32
21	CCOc1ccc(NC(=O)Nc2cc(C)on2)cc1	-2	-1	1	6	1.1	94	102	3.2	2
22	COc1ccc(Cl)cc1NC(=O)CN(C)CC(=O)Nc1ccccc1C(F)(F)F	0	-3	-4	-4	0.0	103	109	-1.9	7
23	Cc1cc(-c2c(C(=O)N3CCOCC3)c(C)nn2-c2cccc(C(F)(F)F)c2)no1	-5	3	-3	-1	0.8	100	101	-3.0	40
24	COCCn1c(SCC(=O)Nc2ccccc2OC)nnc1-c1ccco1	-7	1	8	-4	0.1	101	101	0.2	46
25	COc1ccc(C2CC(c3ccccc3OC(C)=O)=NN2C(=O)/C=C/c2ccccc2)cc1OC (configuration not stated)	-10	0	2	30	1.5	103	113	1.1	-2
26	NC(=O)CC(NC(=O)c1ccccc1)c1ccc(N2CCN(c3ccccc3)CC2)c([N+](=O)[O-])c1 (configuration not stated)	6	-5	-6	0	0.4	93	95	0.6	-2
27	CNc1ncc(C(=O)c2ccccc2)s1	-7	-6	-6	4	0.0	96	98	0.3	46
28	CC1CCCN(c2ncnc3c2cnn3-c2ccccc2)C1 (configuration not stated)	·	6	1	33	-1.2	99	104	-1.7	31
29	N#Cc1c2n(c3c(=O)n(Cc4ccccc4Cl)cnc13)CCCC2	10	9	-7	-23	-0.7	104	105	0.8	1
30	CCCCN(c1ccccc1)c1ncnc2nc[nH]c12	1	3	·	11	0.8	113	113	-0.3	8

31. CCOc1ccc(C(Nc2ccc(C)cc2)P2(=O)OCC(C)(C)CO2)cc1 (configuration not stated)
32. O=C(Nc1ccccc1C(=O)N1CCOCC1)c1ccc([N+](=O)[O-])cc1
33. O=C(CSc1ccc(F)cc1)NC1CCCCC1
34. COc1ccc(S(=O)(=O)N2CCN(C)CC2)c(C)c1
35. O=C(NC1CCCC1)C(c1ccccn1)N(C(=O)c1csnn1)C1CCCC1 (configuration not stated)
36. COc1ccc(NC(=O)Cc2ccc(C)c(C)c2)cc1Cl

| Compound | 31 | 32 | 33 | 34 | 35 | 36 |
| --- | --- | --- | --- | --- | --- | --- |
| GPR7 antag | 5 | -12 | -6 | -5 | -9 | -1 |
| MEKK2mut PB1 HTS | 3 | 3 | -84 | -1 | 4 | -7 |
| GalR3 antag | -1 | -2 | -4 | -3 | -1 | 2 |
| NALP1 yeast inh | 10 | -14 | 4 | 26 | 3 | -28 |
| V1aR counter | 1.1 | 0.2 | -0.4 | 0.1 | 0.9 | 0.3 |
| MEKK2wt PB1 HTS | 111 | 87 | 1.0*[inhibitor] | 100 | 102 | 94 |
| MEKK3 PB1 HTS | 107 | 102 | 2.0*[inhibitor] | 100 | 87 | 95 |
| OXTR ag | 0.4 | 0.5 | -0.7 | 0.0 | -1.1 | -3.0 |
| PHOSPHO1 inh | -2 | 34 | 18 | 3 | 10 | 4 |

37. CCn1c(Cn2nnc(-c3ccccc3)n2)nnc1SCC(=O)N1CCOCC1
38. O=S(=O)(c1cccc(NC(=S)Nc2ccc(Br)cc2Cl)c1)N1CCOCC1
39. COC(=O)N/N=C/c1cc(N=Nc2ccccc2Cl)ccc1O
40. CCOC(=O)C1CCN(C(=O)C(=O)Nc2ccc3nc4n(c(=O)c3c2)CCCCC4)CC1
41. Cc1cc(C)n(CCc2nc(-c3ccco3)cs2)n1
42. COc1ccc(Cl)cc1NC(=O)Cn1c(NCCO)nc2ccccc21

| Compound | 37 | 38 | 39 | 40 | 41 | 42 |
| --- | --- | --- | --- | --- | --- | --- |
| GPR7 antag | -8 | -8 | -4 | 5 | 6 | 1 |
| MEKK2mut PB1 HTS | -7 | · | -4 | -7 | 5 | 2 |
| GalR3 antag | -4 | -4 | -1 | · | -5 | -1 |
| NALP1 yeast inh | -1 | 7 | 5 | 3 | 4 | 8 |
| V1aR counter | 0.5 | 0.5 | -0.3 | 0.6 | 0.0 | -0.3 |
| MEKK2wt PB1 HTS | 91 | · | 96 | 94 | 97 | 95 |
| MEKK3 PB1 HTS | 92 | · | 96 | 97 | 95 | 86 |
| OXTR ag | 0.7 | -1.4 | -0.3 | -0.7 | 0.3 | 1.7 |
| PHOSPHO1 inh | 20 | 18 | -4 | -14 | 41 | 12 |

43. S=C(NCc1cccs1)Nc1ccc(Cl)cc1
44. COc1ccc(-n2ncc(N(C)n3cccc3)c(Cl)c2=O)cc1
45. C=CCn1c(O)c(N=NC(=O)CNC(=O)/C=C/c2ccco2)c2ccccc21
46. Cc1ccc(C)c(CN2C(=O)c3ccccc3S(=O)c3ccc(C(=O)NCCCN4CCCC4)cc32)c1 (configuration not stated)
47. S=C(c1ccc(Br)cc1)N1CCN(Cc2ccccc2)CC1
48. CCOc1c(OC)cccc1C1CC(=O)Nc2cc3c(cc21)OCCO3 (configuration not stated)

| Compound | 43 | 44 | 45 | 46 | 47 | 48 |
| --- | --- | --- | --- | --- | --- | --- |
| GPR7 antag | -9 | -13 | 4 | 15 | 6 | 0 |
| MEKK2mut PB1 HTS | 3 | 15 | 3 | 12 | 3 | 1 |
| GalR3 antag | -3 | -1 | -2 | -2 | -6 | -3 |
| NALP1 yeast inh | 1 | -3 | · | 26 | 4 | 34 |
| V1aR counter | 7.2 | -0.3 | -0.7 | 2.0 | -0.7 | -0.1 |
| MEKK2wt PB1 HTS | 106 | 114 | 102 | 140 | 102 | 104 |
| MEKK3 PB1 HTS | 105 | 110 | 103 | 109 | 100 | 99 |
| OXTR ag | 6.9 | 0.5 | -1.5 | 0.9 | -2.1 | -1.3 |
| PHOSPHO1 inh | 21 | 18 | 1 | 14 | -100 | 22 |

Two compounds from above, limited to OXTR ag, GPR7 antag and MEKK2wt PB1 HTS.
nr | compound | OXTR ag | GPR7 antag | MEKK2wt PB1 HTS
44 | COc1ccc(-n2ncc(N(C)n3cccc3)c(Cl)c2=O)cc1 | 0.5 | -13 | 114
45 | C=CCn1c(O)c(N=NC(=O)CNC(=O)/C=C/c2ccco2)c2ccccc21 | -1.5 | 4 | 102

(more compounds)
49. CC1CCc2sc(C(=O)NC(C)C3CCCO3)cc2C1 (configuration not stated)
50. Cc1cccc(-c2oc3ccccc3c2-c2ccc3c(c2)OCO3)c1
51. Clc1ccc(OCCN2CCOCC2)cc1
52. O=C(c1ccc([N+](=O)[O-])s1)N1CCN(c2ccc(C(F)(F)F)cn2)CC1
53. O=C(O)c1cc([N+](=O)[O-])c(NCc2cccnc2)c([N+](=O)[O-])c1
54. COc1ccc(C2C3=C(CC(C)(C)CC3=O)Nc3cc4c(cc32)OCO4)cc1 (configuration not stated)
55. O=C(CSc1ccc(Cl)cc1)NCC1CCCO1 (configuration not stated)
56. COc1cc(C(=O)N2CCN(S(=O)(=O)c3cccs3)CC2)cc(OC)c1C
57. CCOC(=O)CN(C(=O)Cn1nnc2ccccc21)C(C(=O)NCCOC)c1ccccc1 (configuration not stated)

| Compound | 49 | 50 | 51 | 52 | 53 | 54 | 55 | 56 | 57 |
| --- | --- | --- | --- | --- | --- | --- | --- | --- | --- |
| GPR7 antag | 8 | -9 | 12 | 36* | 3 | -3 | 2 | -16 | -1 |
| MEKK2mut PB1 HTS | 8 | -3 | 7 | -6 | -3 | 5 | -4 | -4 | 7 |
| GalR3 antag | 1 | -1 | -3 | -9 | 12 | -3 | 0 | -5 | -1 |
| NALP1 yeast inh | 11 | -6 | · | 9 | -1 | 6 | 6 | 10 | 21 |
| V1aR counter | -0.1 | -0.8 | 0.7 | 4.1 | 1.0 | -0.9 | 0.1 | 0.9 | -0.2 |
| MEKK2wt PB1 HTS | 108 | 99 | 106 | 98 | 99 | 103 | 103 | 96 | 107 |
| MEKK3 PB1 HTS | 107 | 102 | 105 | 101 | 97 | 101 | 100 | 98 | 106 |
| OXTR ag | -1.4 | -0.1 | 0.4 | 2.6 | 0.9 | -1.6 | -0.1 | -0.9 | 0.5 |
| PHOSPHO1 inh | 12 | 4 | · | 6 | 44 | 21 | 19 | 28 | -21 |

Some of the entries so far, field by field:
(56) COc1cc(C(=O)N2CCN(S(=O)(=O)c3cccs3)CC2)cc(OC)c1C
  GPR7 antag = -16
  MEKK2mut PB1 HTS = -4
  GalR3 antag = -5
  NALP1 yeast inh = 10
  V1aR counter = 0.9
  MEKK2wt PB1 HTS = 96
  MEKK3 PB1 HTS = 98
  OXTR ag = -0.9
  PHOSPHO1 inh = 28

(49) CC1CCc2sc(C(=O)NC(C)C3CCCO3)cc2C1 (configuration not stated)
  GPR7 antag = 8
  MEKK2mut PB1 HTS = 8
  GalR3 antag = 1
  NALP1 yeast inh = 11
  V1aR counter = -0.1
  MEKK2wt PB1 HTS = 108
  MEKK3 PB1 HTS = 107
  OXTR ag = -1.4
  PHOSPHO1 inh = 12

Assay outcomes: PubChem BioAssay, several laboratories
